# Glioma ERSR ind = ER stress response induction in glioma | U87-MG GRP78 promoter luciferase reporter, 16 h | Potency, µM, without a hit: top-dose activation, most hits filed as activators | 0.02% of 420,000 active; also: potency is read from the fitted curve at half-maximal effect; series mostly up to about 76 µM; % of control where 0% means no effect; nearly all actives have a fitted effect of over 35% in size
#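 ERSR induction read as luciferase luminescence (Bright-Glo, 10 min at room temperature) in stably transfected human U87-MG glioma cells exposed to compounds for 16 h, using GRP78 as sensor.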
# RXFP1 ag = RXFP1 (human) receptor agonism | Q9HBX9 | HEK293T-RXFP1 cAMP TR-FRET, 30 min; response scale: percent of porcine relaxin response, buffer zero | Potency, µM (doses to about 57.5 µM), without a hit: at the top dose activation, most hits filed as activators | 0.3% of 370,000 active; also: potency is read from the fitted curve at half-maximal effect; % is scaled to controls: 0 for no effect and ±100 for the full control effect; nearly all actives have a fitted effect of over 60% in size; many of its hits are not listed in these tables
#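 HEK293 cells stably expressing RXFP1, treated 30 min at 37C with compounds plus PDE4 inhibitor Ro 20174; cAMP measured by HTRF TR-FRET. Normalized to buffer and 29 nM porcine relaxin; EC50 by Hill fit.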
# USP1-UAF1 inh = blocks the human USP1/UAF1 deubiquitinase complex. Potency, µM (highest dose often 57.1 µM), inactives show top-dose activity change, negative = inhibition, most hits filed as inhibitors. 0.23% of 390,000 active. AID 743255. recombinant USP1/UAF1, Ub-Rhodamine cleavage fluorescence. O94782; also: potency is read from the fitted curve at half-maximal effect; % is scaled to controls: 0 for no effect and ±100 for the full control effect; nearly all actives have a fitted effect of over 60% in size; inactives centre near -12
#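 Step one: compound is pinned into 1nM USP1/UAF1 in HEPES pH 7.8 buffer with TCEP. Step two: 15 min room-temperature incubation. Step three: Ub-Rho (150nM final) starts cleavage, tracked by fluorescence over six one-minute reads.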
# Vif-APOBEC3G blk = Vif-A3G binding inhibition. Q9HC16. HeLa A3G-eYFP + Vif (tagged APOBEC3G with the HIV-1 protein that degrades it), YFP fluorescence, overnight. Potency, µM (series often up to 46.1 µM), for the others: at the highest dose activity, negative = active, most hits filed as inhibitors. 0.076% of 410,000 active. AID 602310;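 also: potency is read from the fitted curve at half-maximal effect; % is scaled to controls: 0 for no effect and ±100 for the full control effect; nearly all actives have a fitted effect of over 60% in size; hits raise eYFP signal because A3G escapes Vif-driven loss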
#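 Read-out is eYFP fluorescence (Ex 488/Em 500-530) from Vif-expressing HeLa A3G-eYFP cells; more signal means A3G escaped Vif-mediated degradation. Cells plated overnight, compound pinned in, incubated overnight at 37 deg C.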
# PI4K2A block = inhibitors of human PI4K2A; Q9BTU6; purified PI4K2A, ADP-Glo luminescence, 1 h; active compounds read low; activity change, negative = inhibition, % at 76.9 µM; 0.13% of 420,000 active; AID 1346378; in the data active = activity change below about -50%; inconclusive = mostly about -30% to -49%;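 also: -100% = wells without enzyme as full effect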
#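 PI4K2A activity was measured by ADP-Glo luminescence: enzyme (4 ug/mL stock) and phosphatidylinositol (1.2 mM stock) in Tris pH 7.5/MgCl2/EGTA/Triton X-100 buffer were reacted with ATP (300 microM stock) for one hour at ambient temperature.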
# Vif-A3F inh = inhibitors of Vif-A3F interaction | HeLa A3F-eYFP + Vif (tagged APOBEC3F with the HIV-1 protein that degrades it), YFP fluorescence increase | Potency, µM (highest dose often 46.1 µM), for the others: at the top dose activity, negative = active | 0.2% of 390,000 active | AID 602313; also: potency is read from the fitted curve at half-maximal effect; % of control where 0% means no effect; nearly all actives have a fitted effect of over 65% in size
#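 HeLa cells stably expressing A3F-eYFP plus Vif, plated and incubated overnight at 37 deg C, then exposed to compounds overnight at 37 deg C. Blocked degradation read as raised yellow fluorescence (Ex 488/Em 500-530).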
# IDH1 R132H inh = human IDH1 R132H inhibition | IDH1-R132H enzyme, NADPH consumption, diaphorase/resazurin fluorescence | Potency, µM (series often up to 76.6 µM), inactives show top-dose activity change, negative = inhibition, most hits filed as inhibitors | 0.093% of 390,000 active | O75874; also: potency is read from the fitted curve at half-maximal effect; % is scaled to controls: 0 for no effect and ±100 for the full control effect; nearly all actives have a fitted effect of over 65% in size
# Target sequence (O75874 whole entry R132H, stated change not applied): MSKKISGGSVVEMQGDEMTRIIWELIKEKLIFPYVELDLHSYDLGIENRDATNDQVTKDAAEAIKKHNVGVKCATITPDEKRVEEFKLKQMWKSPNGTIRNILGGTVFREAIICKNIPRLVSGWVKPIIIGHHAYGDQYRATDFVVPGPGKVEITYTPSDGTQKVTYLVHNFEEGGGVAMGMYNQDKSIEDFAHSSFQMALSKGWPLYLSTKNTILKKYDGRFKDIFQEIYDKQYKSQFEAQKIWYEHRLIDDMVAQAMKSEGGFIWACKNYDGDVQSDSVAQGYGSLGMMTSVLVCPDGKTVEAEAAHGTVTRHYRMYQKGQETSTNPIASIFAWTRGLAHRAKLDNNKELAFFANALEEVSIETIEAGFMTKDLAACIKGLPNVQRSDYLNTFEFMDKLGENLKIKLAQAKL
#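 IDH1-R132H (0.5 ug/mL) preincubated 30 min with compound, then NADPH (0.016 mM) and alpha-KG (2 mM) added; 80 min at RT, pH 7.5. Remaining NADPH coupled via diaphorase/resazurin to fluorescence (540/590 nm); concentration-response curves normalized to no-enzyme control.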
# TrxR1 substrate = is turned over as a substrate by rat TrxR1; O89049; purified TrxR1 substrate turnover, NADPH consumption readout; Potency, µM (titrated, usually from 114 µM), for inactives: at the top dose activity change, negative = substrate turnover; 0.01% of 390,000 active; also: potency is read from the fitted curve at half-maximal effect; % is scaled to controls: 0 for no effect and ±100 for the full control effect; nearly all actives have a fitted effect of over 50% in size
# Target sequence (O89049 whole entry, looked up): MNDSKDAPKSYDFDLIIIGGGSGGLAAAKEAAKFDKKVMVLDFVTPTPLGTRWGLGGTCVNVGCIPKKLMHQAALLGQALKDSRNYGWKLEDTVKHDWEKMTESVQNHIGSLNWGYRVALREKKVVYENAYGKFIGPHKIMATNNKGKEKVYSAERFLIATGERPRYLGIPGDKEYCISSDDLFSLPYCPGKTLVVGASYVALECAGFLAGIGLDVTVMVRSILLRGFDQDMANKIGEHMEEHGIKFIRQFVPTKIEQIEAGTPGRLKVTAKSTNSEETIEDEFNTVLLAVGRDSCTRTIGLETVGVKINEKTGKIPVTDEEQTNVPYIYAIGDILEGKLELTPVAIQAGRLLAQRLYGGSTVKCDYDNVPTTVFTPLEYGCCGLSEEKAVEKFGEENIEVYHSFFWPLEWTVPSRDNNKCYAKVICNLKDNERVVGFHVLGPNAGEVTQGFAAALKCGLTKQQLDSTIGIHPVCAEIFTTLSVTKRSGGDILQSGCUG
#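 Rat TrxR1, dispensed at 90 nM, was prereduced with 400 uM NADPH (final) for 5 min at ~22 deg C, then incubated with compound 15 min before 400 uM selenite. A first-read NADPH fluorescence drop versus no-compound background flagged substrates.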
# LDHA block = blocks human lactate dehydrogenase A. P00338. purified LDHA, NADH/diaphorase-resazurin fluorescence; active compounds read low. activity change, % (values are at about 110 or 230 µM). 0.15% of 480,000 active. AID 1347041; in the data active = activity change below about -30%; inconclusive = mostly about -25% to -30%;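 also: plate controls were DMSO wells for no effect and wells without enzyme for full effect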
#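 LDH5 2 nM; NADH 0.06 mM, pyruvate 0.2 mM; 200 mM Tris pH 7.4, EDTA, Tween-20; 5 min RT. Detection: diaphorase 0.133 mg/mL + resazurin 37 µM, fluorescence ex540/em590 at 0 and 20 min; normalized to enzyme-free and DMSO wells.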
# Active calls of the source: *; ? = inconclusive; · = no result given; [ ] = another dose, or the depositor's remark. Unless noted, calls follow the shape of the dose curve; as a rule, active = well fitted curve in the direction sought with a large enough effect; inconclusive = small, poorly fitted or top-dose-only effect, or another doubt; inactive = no such curve, though single readings can be large; an effect the other way counts as inactive or inconclusive. A portion of the library. The share of hits here may be higher or lower than overall.
Molecule | Glioma ERSR ind | RXFP1 ag | USP1-UAF1 inh | Vif-APOBEC3G blk | PI4K2A block | Vif-A3F inh | IDH1 R132H inh | TrxR1 substrate | LDHA block
CC(C)(C)OC(=O)NCc1ccc(CNC(=O)c2[nH]cnc2C(=O)Nc2ccccc2F)cc1 | 0% | · | 4% | 2% | -5 | 3% | -9% | · | -12
COC(=O)c1ccc(CN2C(=O)NC3(CCCc4ccccc43)C2=O)o1 (stereo not drawn) | 2% | -0.2% | -21% | -4% | -7 | -1% | 1% | 2%[57.1 µM] | -4
CN1CCN(c2ccc([N+](=O)[O-])c(-n3nc(-c4ccccc4)c4ccccc4c3=O)c2)CC1 | -6% | 1.1% | -17% | -1% | 0 | -5% | -3% | -4%[57.1 µM] | -6
Cc1ccc(C(=O)COC(=O)c2ccc(Br)o2)cc1C | -2% | 0.9% | -9% | -3% | 0 | -2% | 1% | 8%[57.1 µM] | -3
Cc1ccccc1C(=O)OC1OC(=O)C(Cl)=C1Nc1ccc(C(=O)O)cc1 (stereo not drawn) | -3% | 0.0% | -19% | -1% | 3 | 0% | -13% | -7% | -12
Cc1ccccc1OCC(=O)Nc1sc2c(c1C#N)CCC2 | 0% | 4.3% | -21% | -1% | 0 | -8% | 9% | 11% | -5
Cc1ccccc1OCC(=O)NC(=S)Nc1ccc(S(=O)(=O)NC2CCCCC2)cc1 | -6% | 0.5% | -3% | 0% | 0 | 0% | -2% | -7% | -5
CCOC1=C2[C@@H](CN(S(=O)(=O)c3ccc(C)cc3)[C@H]2c2cccc3ccccc23)[C@H]2C(=O)N(c3ccccc3)C(=O)[C@H]2C1 | -3% | · | · | -4% | -1 | · | · | · | -6
O=C(O)C1[C@H]2C(=O)N(C3CCCC3)C[C@]23C=C[C@H]1O3 (stereo partly drawn) | -2% | 0.3% | 7% | 3% | 0 | 2% | 0% | 7% | -2
CC[C@@]12C(=O)N(c3cccc(Br)c3)C(=O)N1[C@H](c1ccc(Cl)cc1)[C@@H]1C(=O)N(C3CCCCC3)C(=O)[C@@H]12 | -4% | 2.3% | ? | 1% | 3 | -5% | -7%[38.3 µM] | 8% | -2
CC(C)(C)c1ccc(C(=O)Nc2ccc(-c3nc4cc(Cl)ccc4o3)cc2)cc1 | -2% | 26% | -17% | 2% | 1 | 2% | -16% | -5% | -13
CN=C1S/C(=C\c2ccc(Cl)cc2)C(=O)N1C | 10% | 1.2% | -6% | -1% | -2 | 2% | -3% | 0%[57.1 µM] | 0
CC(C)(C)c1ccc(C2=NC(C)(C)N(CC(=O)Nc3ccc(F)c(F)c3)C2=O)cc1 | · | 0.6% | -19% | · | -3 | · | · | -6% | -4
CN(CC(=O)Nc1cccc(S(=O)(=O)NC2=NCCC2)c1)Cc1ccccc1Cl | -1% | -2.6% | -8% | 1% | -1 | 7% | -12% | -16% | -17
Cc1cccc2sc(NC(=O)CCn3cccc3)nc12 | -2% | 2.3% | ? | -5% | 0 | 4% | 2% | -6% | -4
O=C(c1cccc(C(=O)N2CCN(Cc3ccccc3)CC2)c1)N1CCN(Cc2ccccc2)CC1 | 8% | 0.9% | -14% | -3% | 7 | 0% | 0% | 11%[57.1 µM] | -3
CCOC(=O)C1=C(C)NC(=O)NC1c1cccc(OC)c1OCc1ccccc1Cl (stereo not drawn) | -1% | 2.7% | 5% | 1% | -2 | 0% | 2% | 1%[57.1 µM] | -8
CCOc1cc(/C=N/Nc2ccc(S(=O)(=O)Nc3ccccc3C(=O)O)cc2[N+](=O)[O-])cc(Cl)c1O | -1% | · | ? | 1% | -12 | -1% | -18% | · | -20
CCN(CC)CCSc1c(C(C)C)cnc2c1c(=O)n(C)c(=O)n2C | -3% | 20% | 5% | 2% | -4 | -2% | -11% | 4%[57.1 µM] | -1
O=C(c1ccc(N2CCN(C(=O)c3ccc(F)cc3F)CC2)cc1)c1cccc(F)c1 | 1% | -1.0% | -27% | 4% | 1 | 0% | 0% | 3% | -3
O=C(CS(=O)(=O)c1cccc2nsnc12)N1CCN(c2ccccc2F)CC1 | -3% | -1.3% | 12% | 4% | -3 | 1% | 5% | -3%[57.1 µM] | 10
Cc1c(Cl)cnc(NC(=O)CSc2nnc3ccccn23)c1Cl | -2% | 8.0% | -6% | -2% | -2 | -4% | 6% | 2% | 1
CCOC(=O)C1CCCN(S(=O)(=O)c2cc3c4c(c2)CCC(=O)N4CCC3)C1 (stereo not drawn) | -3% | -0.1% | -5% | -2% | 3 | 3% | 5% | -1% | -5
COCCN(C(=O)COC(=O)c1cc2c(s1)CCCC2)c1c(N)n(Cc2ccccc2)c(=O)[nH]c1=O | -3% | -0.2% | -13% | -3% | -9 | -11% | 2% | 3% | -4
CCOc1ccc(S(=O)(=O)N2CCC(C(=O)NCCN3CCOCC3)CC2)cc1C | -2% | -0.6% | -14% | 1% | 2 | -12% | 9% | 2% | -5
NC(=O)NC(Cc1ccccc1)C(=O)N1CCN(S(=O)(=O)c2ccc(Cl)cc2)CC1 (stereo not drawn) | -5% | -0.7% | -17% | 1% | 0 | -4% | 2% | -2% | -3
Cc1cc(NC(=O)c2cc(-c3cccc(OCC(C)C)c3)nc3ccccc23)no1 | -3% | 0.0% | -10% | -2% | -6 | -20% | 0% | 12% | 1
Cc1ccccc1OCC(=O)OCC(=O)NC1CCCC1 | -3% | · | -21% | 0% | -3 | 2% | -2% | · | -6
O=S(=O)(c1ccc(NC(=S)NCc2ccncc2)cc1)N1CCCCC1 | -4% | -0.2% | -9% | 0% | -16 | -1% | 0% | 4% | -3
CCC(=O)N1CCN(c2ccccc2NC(=O)COc2cc(C)ccc2C(C)C)CC1 | -2% | 2.4% | 0% | 1% | -1 | -3% | -7% | -4% | 5
Nc1cc(Nc2ccccc2)ccn1 | -6% | 0.8% | -19% | -2% | -5 | 7% | 2% | -1% | -1
CCOC(=O)CC1C(=O)NCCN1C(=O)c1ccc(F)cc1F (stereo not drawn) | 2% | -0.4% | -27% | 3% | -2 | · | 2% | -5% | -8
Cc1ccc(C(=O)NNC(=O)CCC(=O)Nc2cc(C)on2)cc1 | -5% | 1.9% | -14% | 0% | 5 | -2% | 1% | 0% | -5
O=S(=O)(NC(=S)c1ccccc1)c1ccc(F)cc1 | -1% | 4.7% | -21% | -5% | -6 | -3% | 0% | -1% | -8
Cc1ccc(NC(=O)Cn2c(=O)oc3ccccc32)cc1 | -3% | 1.1% | -17% | -3% | 2 | -29% | 23% | 3%[57.1 µM] | -5
COc1ccc2oc(=O)c(C(=O)Oc3ccc(NC(C)=O)cc3)cc2c1 | 3% | -2.6% | -8% | 2% | 5 | -9% | 10% | 14% | 5
COc1cccc(/C=C/c2nc3c(cnn3-c3ccccc3)c(=O)[nH]2)c1 | -2% | 1.8% | -1% | -26% | -3 | -9% | -1% | 81%[activator] | -12
Cc1ccc(C(=O)N/C(=C\c2cccs2)C(=O)NCc2cccnc2)cc1 | -1% | -0.1% | -17% | 4% | 2 | 0% | 9% | -17% | -3
O=C(CS(=O)(=O)Cc1ccccc1)Nc1ncccn1 | -3% | 0.2% | -3% | 0% | -5 | 0% | -9% | 6% | -3
COc1ccc(S(=O)(=O)N2CCCCCC2)cc1C(=O)N(C)Cc1ccc(Cl)cc1Cl | -4% | 23% | -6% | 0% | 3 | -7% | -4% | 1%[57.1 µM] | -12
C=CCn1c(O)c(N=NC(=S)Nc2ccccc2F)c2ccccc21 | -4% | 0.0% | -20% | 5% | -1 | 0% | 12% | -2% | 0
O=C(NCC1CCCO1)c1ccc(COCC(F)(F)C(F)F)cc1 (stereo not drawn) | 3% | -0.8% | -5% | 0% | 2 | -3% | 1% | -6% | 2
Cn1c(SCC(=O)Nc2ccc(Cl)cc2F)nnc1-c1ccco1 | -2% | 1.2% | -31% | -3% | 1 | 2% | 0% | 5% | -3
Cc1cc(NC(=O)CSc2nc(-c3ccc(F)cc3)cs2)no1 | -7% | 2.0% | 1% | -3% | -9 | -7% | 6% | -5% | 2
O=C(Nc1cccc(S(=O)(=O)C(F)(F)F)c1)[C@H]1C[C@H](O)[C@@H](CO)O1 | -2% | · | · | -2% | 5 | · | · | · | -3
Cn1c(=O)oc2cc(S(=O)(=O)N3CCN(c4ccc(F)cc4)CC3)ccc21 | 1% | 0.0% | -16% | -5% | -6 | 7% | 0% | -1% | -3
CC1(c2ccc(OC(F)F)cc2)NC(=O)N(CC(=O)c2ccc3c(c2)OCO3)C1=O (stereo not drawn) | 14% | -0.2% | -21% | -1% | 0 | 0% | -12% | -1% | -2
CC(C)=CCN1CCN(Cc2nc(C(C)C)cs2)CC1CCO (stereo not drawn) | -2% | 0.0% | -15% | 1% | 4 | 0% | 5% | 12% | -2
COc1cccc(CN2CCC(n3nccc3NC(=O)CCCc3ccccc3)CC2)c1 | -6% | -0.2% | -19% | -9% | 6 | 2% | -3% | 4% | -1
C/C(Cn1cnc([N+](=O)[O-])n1)=N\NC(=O)c1ccccc1O | 6% | 2.2% | -1% | 4% | -6 | -2% | 0% | 4%[57.1 µM] | 7
COc1ccc(S(=O)(=O)Nc2ccccc2C(=O)NCc2ccco2)cc1Br | 1% | 3.6% | -8% | -10% | -3 | -6% | -2% | 7%[57.1 µM] | -9
